Screening results (PubChem BioAssay)
E-selectin induc: induces E-selectin expression in human endothelial cells. P16581. HUVEC E-selectin immunofluorescence imaging; normalized: neutral wells 0, TNF-alpha wells 100. activation, % at 7.58 µM. 260,000 tested, 0.37% active;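 active = mean E-selectin-positive cell signal at least 10% of the positive control, reached in at least 60% of replicates, without over 20% cell loss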;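 note: in these data hits start at about 27%; measured in HUVEC primary endothelial cells; signal is the percent of cells scored E-selectin positive by PE staining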
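Test system: HUVEC | Signal: Immunofluorescence imaging | Read-out: Percent E-selectin-positive cells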
ERAP1 inh: blocks human ERAP1 aminopeptidase activity; Q9NZ08; recombinant ERAP1, Leu-AMC fluorescence, 60 min; inhibition, % at 10.7 µM; 340,000 tested, 0.15% active; AID 652197;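 active = mean replicate inhibition of at least 30%, or all replicates individually reaching that 30% level; inactive = mean below 30% and not every replicate reaching it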;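 note: 0% = neutral control wells and 100% = L-leucinethiol positive control wells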
RAD52 anneal inh: blocks human RAD52 DNA annealing | recombinant RAD52 DNA annealing, FRET fluorescence | inhibition, % at 18.7 µM | 360,000 tested, 0.46% active | AID 651710;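 active = every replicate showing at least 50% inhibition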
XiGFP reactiv: activators of X-chromosome reactivation in mouse fibroblasts. 360,000 tested, 0.055% active. XiGFP mouse fibroblasts, % GFP-positive cells imaging, 3 d; cells co-treated with 5-aza-dC sensitizer; scaled so ellipticine positive control = 100%. activation, % at 7.58 µM. AID 743238;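 active = mean normalized replicate activation at least 10% and every replicate at or above 10%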;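 note: 0% = median of on-plate neutral control wells and 100% = ellipticine 6 µM median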
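Material: SV40-immortalized XiGFP fibroblast cells, line 68-5-11 | Buffer or medium: DMEM containing 5-aza-dC | Dosing: One concentration, pinned | Times: 3 d treatment, 15 min room-temperature fixation | Controls: Ellipticine 6 µM positive control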
esBAF inh: SWI/SNF esBAF complex inhibition; 350,000 tested, 2% active; mouse ES cells, Bmi1-luciferase knock-in reporter, 24 h; 100% = twice the neutral-well signal; reporter increase, % at 12.5 µM; AID 602393; in the data active = activation above about 40%;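 note: 0% = median of the plate's neutral control wells and 100% = double that signal; a rise in the Bmi1 reporter signal indicates esBAF inhibition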
S100A4 inh HTS: S100A4-myosin IIA interaction inhibition | P26447 | 360,000 tested, 0.14% active | S100A4/TAMRA-MyoIIA peptide fluorescence polarization | inhibition, % at 10.7 µM;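 active = mean inhibition of at least 70% across replicates, with every replicate also reaching that level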
Target sequence (P26447 whole entry, looked up): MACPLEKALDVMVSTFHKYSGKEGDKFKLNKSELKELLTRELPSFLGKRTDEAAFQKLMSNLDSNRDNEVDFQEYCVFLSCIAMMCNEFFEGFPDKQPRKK
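Compound dosing: one dose per compound; test system: human S100A4 monomer with TAMRA-labelled myosin IIA peptide; probe or stimulus: TAMRA-labelled myosin IIA heavy-chain peptide probe, 5 nM; medium: HEPES buffer with Ca2+, pH 7.2; schedule: 5 min incubation before reading; benchmarks: neutral control DMSO, positive control TFP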
ERp5 inh: ERp5 (human) disulfide isomerase inhibition; inhibition, % at 9.99 µM; Q15084; ERp5 insulin aggregation, absorbance 650 nm, 90 min; 350,000 tested, 0.05% active;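 active = mean replicate inhibition above about 25%, with every replicate also reaching it, limit read from the data, passing the limit was not always enough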
RAD54 inh: RAD54 (human) branch migration inhibition; RAD54 Holliday junction branch migration, FAM/BHQ fluorescence; inhibition, % at 10.4 µM; 360,000 tested, 0.14% active;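 active = mean normalized replicate activity at least 40 and at least half of replicates scoring 40 or more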;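 note: 0% = median of neutral control wells and 100% = median of positive control wells; inhibitors cause a drop in the FAM fluorescence signal; in these data hits start at about 50%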
Target sequence (Q92698 whole entry, looked up): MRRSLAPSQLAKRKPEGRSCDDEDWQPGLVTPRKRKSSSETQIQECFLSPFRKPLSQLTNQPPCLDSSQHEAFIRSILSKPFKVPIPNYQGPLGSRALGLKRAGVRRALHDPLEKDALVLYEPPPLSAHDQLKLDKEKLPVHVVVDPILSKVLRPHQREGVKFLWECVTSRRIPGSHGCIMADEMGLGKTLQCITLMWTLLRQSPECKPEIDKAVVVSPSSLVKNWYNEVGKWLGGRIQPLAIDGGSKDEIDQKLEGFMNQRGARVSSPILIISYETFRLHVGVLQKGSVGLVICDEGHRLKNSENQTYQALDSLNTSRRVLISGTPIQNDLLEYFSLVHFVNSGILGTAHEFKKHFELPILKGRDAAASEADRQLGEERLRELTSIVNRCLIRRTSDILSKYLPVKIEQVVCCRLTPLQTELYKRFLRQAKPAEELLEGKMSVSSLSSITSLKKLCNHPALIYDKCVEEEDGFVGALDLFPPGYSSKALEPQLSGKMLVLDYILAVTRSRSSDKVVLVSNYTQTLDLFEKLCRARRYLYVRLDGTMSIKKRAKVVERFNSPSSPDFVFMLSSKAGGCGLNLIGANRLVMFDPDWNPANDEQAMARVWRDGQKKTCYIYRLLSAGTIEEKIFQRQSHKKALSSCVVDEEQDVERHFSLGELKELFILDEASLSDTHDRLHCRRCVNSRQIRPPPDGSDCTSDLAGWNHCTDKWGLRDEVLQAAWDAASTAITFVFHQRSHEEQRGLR
The depositor's hits bear a star; i = inactive; . = not tested or not shown.

SMILES	E-selectin induc	ERAP1 inh	RAD52 anneal inh	XiGFP reactiv	esBAF inh	S100A4 inh HTS	ERp5 inh	RAD54 inh
CCCCn1c(SCC(=O)c2c(N)n(C3CC3)c(=O)[nH]c2=O)nc2cc(S(N)(=O)=O)ccc21	0.5	3	-3	0.5	2	3	17	-2
COc1ccnc(Oc2ccc(F)cc2)c1C#N	.	-7	-1	0.2	.	-4	-3	1
CCOC(=O)c1ccc(NC(=O)c2nc[nH]c2C(=O)N[C@H](C)CO)cc1	-0.8	2	5	-0.1	0	5	-3	-2
CCn1c(SCc2ccc(F)cc2)nc2ccccc2c1=O	-0.1	0	4	0.0	-6	-1	0	0
Cc1cc(C)c2c(N)c(C(=O)c3ccc(Cl)cc3)sc2n1	2.1	8	13	0.1	.	2	-9	-3
C[C@H](CO)N1C[C@H](C)[C@H](CN(C)S(=O)(=O)c2cn(C)cn2)OCCCC[C@H](C)Oc2ccc(NS(=O)(=O)c3ccccc3)cc2C1=O	0.0	3	-22	0.0	2	10	4	-1
CCc1nc2ccccc2c(C(=O)OCc2nc3ccccc3c(=O)[nH]2)c1C	1.5	-4	-20	0.0	3	-14	1	-6
COc1ccc(C(=O)OCc2cc(=O)n3ccsc3n2)cc1F	1.5	4	-1	0.3	.	3	4	5
Cc1ccc(NS(=O)(=O)c2cccc(C(=O)N3CCCCC3)c2)cc1	0.4	0	0	0.0	.	26	-7	.
CNc1nc(NCc2ccccc2)nc(N)c1[N+](=O)[O-]	.	3	-3	0.4	-4	-5	11	5
CC1CCN(C(=O)c2[nH]cnc2C(=O)NCC(=O)OCc2ccccc2)CC1	.	1	-6	0.2	-8	2	3	-10
Cc1noc(C)c1S(=O)(=O)Nc1ccc2c(c1)CC(=O)N([C@H](C)CO)C[C@H](C)[C@@H](CN(C)Cc1ccc(Cl)c(Cl)c1)O2	0.0	-1	-19	0.4	9	-9	-2	5

Continued; the last 3 above are carried over.
SMILES	E-selectin induc	ERAP1 inh	RAD52 anneal inh	XiGFP reactiv	esBAF inh	S100A4 inh HTS	ERp5 inh	RAD54 inh
CNc1nc(NCc2ccccc2)nc(N)c1[N+](=O)[O-]	.	3	-3	0.4	-4	-5	11	5
CC1CCN(C(=O)c2[nH]cnc2C(=O)NCC(=O)OCc2ccccc2)CC1	.	1	-6	0.2	-8	2	3	-10
Cc1noc(C)c1S(=O)(=O)Nc1ccc2c(c1)CC(=O)N([C@H](C)CO)C[C@H](C)[C@@H](CN(C)Cc1ccc(Cl)c(Cl)c1)O2	0.0	-1	-19	0.4	9	-9	-2	5
CNC(=O)C[C@H]1CC[C@H]2[C@H](COc3ccc(NC(=O)c4ccc5c(c4)OCO5)cc3C(=O)N2C)O1	-0.1	.	.	0.3	10	.	.	-1
Cc1ccc(-n2cc[nH]c2=S)c(C)c1	.	1	-5	0.0	.	-11	-8	.
NC(=O)NCc1cccs1	.	-2	-8	0.0	1	-1	-3	.
CCN(C[C@H]1N[C@@](Cc2ccccc2)(C(=O)OC)[C@H]2C(=O)N(Cc3ccccc3)C(=O)[C@@H]12)C(=O)NC(C)C	0.4	-1	1	0.0	-1	-1	-4	4
COc1ccccc1NC(=O)CN(Cc1ccco1)C(=O)c1ccc(=O)[nH]c1	-0.7	.	-18	0.5	-1	-1	-1	-12
O=C(O)COc1ccccc1/C=C1\SC(=S)N(NC(=O)c2ccccc2O)C1=O	0.6	8	i	0.1	9	-69	-1	-47
O=C1CN(S(=O)(=O)c2ccccc2)C[C@H]2[C@@H](c3ccc(C#CCc4ccccc4)cc3)[C@H](CO)N12	0.7	2	-5	0.6	.	1	-6	.
C[C@H](CO)N1C[C@H](C)[C@H](CN(C)Cc2ccc3c(c2)OCO3)Oc2c(NC(=O)c3ccncc3)cccc2C1=O	-0.2	-3	-3	0.2	0	10	3	-4
Cc1noc(C)c1S(=O)(=O)Nc1ccc2c(c1)C(=O)N([C@H](C)CO)C[C@H](C)[C@H](CN(C)C(=O)NC1CCCCC1)O2	0.0	5	7	0.0	-3	-1	-5	3
C[C@@H]1CN([C@@H](C)CO)S(=O)(=O)c2ccc(/C=C/c3ccccc3)cc2O[C@H]1CN(C)C(=O)Nc1cccc(F)c1	0.3	2	-14	-1.1	0	10	-1	-4
O=S(=O)(NCCC1=CCCCC1)c1ccc(OC(F)(F)F)cc1	0.0	4	3	0.0	.	-2	3	-4
Cc1ccc2nc(-c3ccc(C#N)cc3)c(Cc3ccccc3C(F)(F)F)n2c1	0.2	-1	-29	-0.1	-2	0	3	9
Nc1[nH]c(C(=O)c2ccccc2)c(-c2ccccc2[N+](=O)[O-])c1C(=O)NCCc1c[nH]c2ccccc12	0.1	1	-5	-0.2	.	-3	6	.
O=C(C[C@H]1CC[C@@H]2[C@H](COC[C@@H](O)CN2Cc2cccc(-c3ccncc3)c2)O1)N1CCCCC1	0.2	-2	-1	0.1	9	-17	-13	-3
Cc1ccc(C(=O)Oc2cc(N)n(S(=O)(=O)c3ccc(C)cc3)n2)cc1	.	7	-5	0.1	2	-3	3	.
OC(c1cccc(Cl)c1)c1ncc(-c2cccc(C(F)(F)F)c2)[nH]1 (configuration not stated)	0.0	2	-62	-0.1	4	-2	6	-8
O=C(NCc1ccc(F)cc1)C1CCN(S(=O)(=O)c2cccc3nonc23)CC1	.	-2	-9	0.1	3	2	5	-3
CC(C)(C)OC(=O)C[C@@H]1C/C=C\C[C@H](CC(=O)N(CCO)Cc2ccccc2)C(=O)N2CCC[C@H]2COC1=O	0.2	-5	1	-0.1	-1	-1	6	-10
CCC(=O)c1ccc(OCC(O)CNCCc2ccc(Cl)cc2)cc1 (configuration not stated)	0.0	0	-51	0.0	3	66	4	3
O=C1CC(N2CCC(Cc3ccccc3)CC2)C(=O)N1CCc1ccccc1 (configuration not stated)	.	-4	-34	.	3	0	-4	.
CCOC(=O)C1(C)CCN1C(=O)c1ccc(-c2ccccc2)cc1 (configuration not stated)	0.5	-6	5	0.1	31	-2	1	-13
Cn1c(=O)c(C(=O)N2CCc3ccccc32)cc2cccnc21	.	1	-8	0.0	0	2	1	-2
CC(C)(C)NC(=O)C(c1cccs1)N(Cc1cccs1)C(=O)c1ccc(CN2CCOCC2)o1 (configuration not stated)	.	3	-8	0.0	.	-6	1	.
COc1cccc(C(=O)Nc2ccc(C(F)(F)F)n(C)c2=O)c1	.	4	2	0.1	38	13	1	-9
CCOc1ccccc1N1CC(C(=O)N2CCOCC2)CC1=O (configuration not stated)	.	0	-2	0.0	-1	-6	7	.
O=C(COC(=O)CNC(=O)c1ccccc1F)Nc1cccc(S(=O)(=O)N2CCCCCC2)c1	.	0	0	0.0	.	0	-2	.
O=CNc1cc(-c2ccccc2Oc2ccccc2)cn2c(-c3ccc(F)cc3)cnc12	-0.4	0	-30	0.1	-2	-4	5	1
CO[C@@H]1CN(C)C(=O)c2ccc(NS(C)(=O)=O)cc2OC[C@@H](C)N(C(=O)C2CCC2)C[C@H]1C	-0.1	0	6	0.1	-2	9	3	13
CCCc1cc(C(=O)Nc2cnn(Cc3ccc(F)cc3)c2)no1	0.4	.	-11	3.1	5	-7	-5	.
C[C@H]1CN([C@@H](C)CO)C(=O)Cc2cc(NS(=O)(=O)c3ccccc3)ccc2O[C@@H]1CN(C)Cc1ccc2c(c1)OCO2	-0.1	-1	9	0.0	0	3	0	-8
CCn1c(CCCNC(=O)c2ccc(F)cc2)nc2ccccc21	.	3	-10	0.3	-4	-2	-3	7
O=C(CNC(=O)c1cccc(Cl)c1)NCCCSc1ccccc1	-0.2	1	-9	0.0	2	-3	5	0
COc1ccc(C#Cc2cnc3c(c2)C(=O)N([C@H](C)CO)C[C@H](C)[C@H](CN(C)S(=O)(=O)c2cccc(F)c2)O3)cc1OC	-0.2	1	-11	0.4	-2	19	-12	-9
CCCCC(CC)CNC(=O)Cn1c(=O)[nH]c2ccsc2c1=O (configuration not stated)	2.2	.	-13	-0.3	-4	-4	11	.
Cc1ccc(C(=O)OCC(=O)NCc2ccco2)cc1C	.	0	-2	-0.1	0	-3	-8	-8
O=C(C[C@H]1C[C@@H]2c3cc(NC(=O)NC4CCCC4)ccc3O[C@@H]2[C@@H](CO)O1)NCc1ccc(Cl)cc1	-0.5	-2	-10	0.0	8	1	98*	-3

Next part; it opens with the 2 that closed the last part.
SMILES	E-selectin induc	ERAP1 inh	RAD52 anneal inh	XiGFP reactiv	esBAF inh	S100A4 inh HTS	ERp5 inh	RAD54 inh
Cc1ccc(C(=O)OCC(=O)NCc2ccco2)cc1C	.	0	-2	-0.1	0	-3	-8	-8
O=C(C[C@H]1C[C@@H]2c3cc(NC(=O)NC4CCCC4)ccc3O[C@@H]2[C@@H](CO)O1)NCc1ccc(Cl)cc1	-0.5	-2	-10	0.0	8	1	98*	-3
CN(C)S(=O)(=O)N1CCN(c2ccc([N+](=O)[O-])c(N3CCOCC3)c2)CC1	0.2	4	-1	0.0	.	-2	0	.
CC(C)CC#Cc1ccc2c(c1)O[C@H](CN(C)C(=O)C1CCCCC1)[C@H](C)CN([C@@H](C)CO)S2(=O)=O	-0.8	-3	-4	0.3	-16	6	-8	0
Cc1nc2ccccc2c2c(N)c3ccccc3n12	7.0	-1	-16	-0.1	.	-1	2	.
CC(=O)c1ccc(OCC(=O)c2cc(C)n(-c3ccc4c(c3)OCO4)c2C)cc1	-0.2	-1	-11	0.4	.	3	-3	.
C[C@H](CO)N1C[C@H](C)[C@H](CN(C)C(=O)Cc2ccccn2)Oc2cc(C#Cc3ccccc3)ccc2S1(=O)=O	1.1	-2	-27	0.6	0	-1	-1	5
CC(=O)c1ccc(OCc2cc(C(=O)N3CC4C[C@@H]5CC3C[C@H](C4)C5)no2)cc1	.	1	-24	0.3	.	1	2	-18
CO[C@@H]1CN(C)C(=O)c2ccc(NC(=O)C3CCCCC3)cc2OC[C@H](C)NC[C@@H]1C	0.1	-3	-7	-0.5	-1	7	6	20
Nc1ccnn1-c1ccccc1	1.1	-1	-6	0.0	1	-1	4	5
C/C=C/c1ccc([C@@H]2[C@@H](CNC(=O)C3CC3)N(C(=O)NCCC)[C@H]2CO)cc1	0.0	.	.	0.0	-7	.	.	-6
CC1(C)Cc2cccc(OCC(=O)Nc3ccccc3C(F)(F)F)c2O1	.	2	-9	0.3	12	63	-10	-8
O=C(Oc1nsnc1N1CCOCC1)c1ccccc1	.	3	6	.	-9	4	-1	-5
O=C(Cn1ccc2ccccc2c1=O)NCC(=O)N1CCN(c2ccc(F)cc2)CC1	.	-4	-7	0.2	-6	-2	8	-1
C[C@@H]1CN([C@@H](C)CO)C(=O)c2cc(NC(=O)Nc3ccc(C(F)(F)F)cc3)ccc2O[C@H]1CN(C)C(=O)NC1CCCCC1	-3.7	0	6	-0.7	-2	-2	0	-6
Cc1ccc(S(=O)(=O)N(CC(=O)NCC2CCCO2)Cc2cccc(C)c2)cc1 (configuration not stated)	.	1	-10	0.0	1	-1	0	-1
Cc1nnc(NC(=O)c2ccc(S(=O)(=O)N3CCCCC3C)cc2)o1 (configuration not stated)	-0.1	1	-13	0.3	11	-2	1	-4
FC(F)(F)c1nnc(Nc2ccc(Cl)cc2)s1	0.4	5	0	-0.1	.	6	2	0
COc1ccc(OCC(=O)OC2CCCN(C)C2)cc1 (configuration not stated)	0.1	0	-6	6.5	.	-6	2	.
CNC(=O)c1ccsc1NC(=O)C1CCN(S(=O)(=O)c2ccc(Cl)s2)CC1	.	-4	-41	0.2	-6	-5	-8	-5
Cc1ccc(-c2ccccc2)n1-c1ccc(C(=O)O)cc1	-0.2	7	-104	-0.1	2	-7	-16	1

Hits appear at their usual frequency, and some 2.5% of all compounds hit somewhere here.
